Bioassay records from PubChem.
PAX8 reporter: inhibitors of PAX8 transcriptional activity in RMG-I cells. actives 1.2% (n = 360,000). RMG-I TPO-luciferase reporter, SteadyGlo, 24 h. inhibition, % at 12.6 µM;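 active means mean replicate inhibition at least 60% with every replicate also reaching 60%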;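 further: luciferase light reporting Pax8 driven TPO promoter activity; plate controls were median of neutral control wells for no effect and mitoxantrone controls for full effect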
ARNT TACC3 PPI: disruptors of human ARNT/TACC3 interaction; AID 623870; actives 0.66% (n = 390,000); inhibition, % at 9.99 µM; AlphaScreen His-ARNT PAS-B/GST-TACC3 binding, luminescence; TACC3 fragment carries E629A point mutation;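 active means mean inhibition of replicates at least 50% and at least half of replicates each reaching 50%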;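 further: 0% = complete ARNT plus TACC3 wells and 100% = ARNT alone without TACC3; many hits fall short of the cut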
Active calls of the source: *. A portion of the library; the hit share may differ from the screen's.

Screening COc1ccc(Nc2ccc3c(c2)=NC2(CCCCC2)[N+]=3[O-])cc1 returned PAX8 reporter 75* and ARNT TACC3 PPI 36.
Screening CC1CCc2cc(F)ccc2N1C(=O)CN1C(=O)c2ccccc2C1=O (stereo unspecified) returned PAX8 reporter 3 and ARNT TACC3 PPI 2.
For CSc1cccc(NC(=O)CCCOc2ccc(Cl)cc2Cl)c1 the results were PAX8 reporter -4 and ARNT TACC3 PPI -3.
`O=C(CNC1CCCCCC1)Nc1ccccc1N1CCCCC1` gave PAX8 reporter 20 and ARNT TACC3 PPI 2.
COc1cccc(C(=O)Nc2ccc(N(C)C)cc2)c1OC was read as PAX8 reporter -150 and ARNT TACC3 PPI -9.
`CC(C)N(C(=O)c1sc2cc([N+](=O)[O-])ccc2c1Cl)C(C)C` gave PAX8 reporter -6 and ARNT TACC3 PPI 14.
`O=C(c1cccc(F)c1)N1CCC(O)(c2cccnc2)CC1` gave PAX8 reporter 3 and ARNT TACC3 PPI -3.
Screening O=C(NCCC1=CCCCC1)NC12CC3CC(CC(C3)C1)C2 returned PAX8 reporter -165 and ARNT TACC3 PPI -3.
`Nc1cccc2c1C(=O)N(C(=O)c1ccc(Cl)c(S(=O)(=O)N3CCCCCC3)c1)C2=O` gave PAX8 reporter 6 and ARNT TACC3 PPI -4.
Screening O=C(Nc1ccc2c(c1)OCCO2)c1ccc(Br)o1 returned PAX8 reporter -84 and ARNT TACC3 PPI 6.
For Cc1cccc(N(CC(=O)NC2CCCC2)C(=O)CS(=O)CC(=O)Nc2ccc3c(c2)OCO3)c1C (stereo unspecified) the results were PAX8 reporter -2 and ARNT TACC3 PPI -2.
O=C1C2C3CCC(C3)C2C(=O)N1CNc1ccc(F)cc1 (stereo unspecified) was read as PAX8 reporter 7 and ARNT TACC3 PPI -8.
For O=C(NCc1ccco1)c1ccccc1-c1ccccc1 the results were PAX8 reporter 8 and ARNT TACC3 PPI 1.
Screening CCOC(=O)c1ccccc1-c1csc(NS(=O)(=O)c2ccc(Cl)cc2)n1 returned PAX8 reporter 5 and ARNT TACC3 PPI 2.
`COc1cccc(C(=O)NC2CCN(CC(=O)NCc3ccccc3OC)CC2)c1` gave PAX8 reporter 9 and ARNT TACC3 PPI 0.
Screening C=CCn1c(SCn2nnc3ccccc3c2=O)nnc1-c1ccc(Cl)cc1 returned PAX8 reporter -17 and ARNT TACC3 PPI -22.
Cc1[nH]ccc(=O)c1OCc1ccccc1 was read as PAX8 reporter -7 and ARNT TACC3 PPI 0.
Screening CN1CCN(c2nc(-c3ccccc3)c3cc(Cl)ccc3n2)CC1 returned PAX8 reporter -5 and ARNT TACC3 PPI -12.
`CCC(=O)N1CCN(c2cc(C)ccc2C)CC1` gave PAX8 reporter -2 and ARNT TACC3 PPI -8.
For CCN(CC)S(=O)(=O)c1ccc2oc(C(=O)N3CCOCC3)c(C)c2c1 the results were PAX8 reporter -12 and ARNT TACC3 PPI -7.
Screening Cc1[nH]c2ccccc2c1C1(O)C(=O)N(Cc2ccc3c(c2)OCO3)c2ccccc21 (stereo unspecified) returned PAX8 reporter 28 and ARNT TACC3 PPI -3.
Screening O=C(NCCc1nc2ccccc2[nH]1)c1ccco1 returned PAX8 reporter 3 and ARNT TACC3 PPI 2.
`COc1ccc(Cn2c(=O)[nH]c3cc(C(=O)NCCCN4CCCC4)ccc3c2=O)cc1` gave PAX8 reporter -8 and ARNT TACC3 PPI 6.
`Cc1cccc(NC(=O)CN2NS(=O)(=O)c3ccccc3C2=O)c1` gave PAX8 reporter -3 and ARNT TACC3 PPI -2.
Screening Oc1ccccc1CNCCCNCc1ccccc1O returned PAX8 reporter -14 and ARNT TACC3 PPI 2.
For CCC(C)c1ccc(NC(=O)COC(=O)C2=COCCO2)cc1 (stereo unspecified) the results were PAX8 reporter -16 and ARNT TACC3 PPI -30.
CCN(CCCNC(=O)CCNC(=O)Cn1cnc2ccccc2c1=O)c1cccc(C)c1 was read as PAX8 reporter -8 and ARNT TACC3 PPI 3.
C=CCn1c(=O)c2c(nc3n2CCN3c2cccc(Cl)c2C)n(C)c1=O was read as PAX8 reporter 26 and ARNT TACC3 PPI 1.
`CCOC(=O)N1CCN(Cc2cc(=O)oc3ccc(Cl)cc23)CC1` gave PAX8 reporter 14 and ARNT TACC3 PPI 6.
`Cn1nnc(C(O)CNCc2cccs2)n1` (stereo unspecified) gave PAX8 reporter -11 and ARNT TACC3 PPI -7.
CCOC(=O)c1sc(=S)n(C)c1C was read as PAX8 reporter -1 and ARNT TACC3 PPI -1.
CCN(CC)S(=O)(=O)c1ccc(NS(=O)(=O)c2ccc(C)c(C)c2)cc1 was read as PAX8 reporter -2 and ARNT TACC3 PPI 1.
`Oc1ccc(-c2[nH]ncc2-c2ccc(Cl)cc2)c(O)c1` gave PAX8 reporter 0 and ARNT TACC3 PPI 7.
Screening O=C(CS(=O)(=O)c1cccc(C(F)(F)F)c1)Nc1ccccc1Cl returned PAX8 reporter 23 and ARNT TACC3 PPI -5.
Screening CC1=C(C)CC(C(=O)c2ccc(C)cc2)C(C(=O)O)C1 (stereo unspecified) returned PAX8 reporter -2 and ARNT TACC3 PPI -4.
Screening O=C(CCn1c(=O)oc2ccccc21)N1CCN(c2ccccc2Cl)CC1 returned PAX8 reporter 16 and ARNT TACC3 PPI -1.
Screening Cc1cc(C)n(-c2ccc(C(=O)OCC(=O)c3ccc(Br)s3)cc2)n1 returned PAX8 reporter 5 and ARNT TACC3 PPI 7.
`Cc1cc(C)n(-c2ccc(C(=O)Oc3ccc4c(c3)OCO4)cc2)n1` gave PAX8 reporter -16 and ARNT TACC3 PPI -12.
COCc1[nH]nc2c1C1(C(=O)N(C)c3ccccc31)C(C#N)=C(N)O2 (stereo unspecified) was read as PAX8 reporter -7 and ARNT TACC3 PPI -1.
Screening COC(=O)c1ccc2c(=O)n(C3CCCCC3)c(SCC#N)nc2c1 returned PAX8 reporter 1 and ARNT TACC3 PPI 2.
N#Cc1c(N2CCOCC2)nc(-c2ccco2)c2c1CCCC2 was read as PAX8 reporter -19 and ARNT TACC3 PPI -8.
CCOC(=O)C1=C(CN2CCN(c3ccc(F)cc3)CC2)NC(=O)NC1c1cccs1 (stereo unspecified) was read as PAX8 reporter 37 and ARNT TACC3 PPI 2.
`O=c1c2ccccc2oc2nc(-c3ccco3)n(Cc3ccccc3)c(=O)c12` gave PAX8 reporter -24 and ARNT TACC3 PPI -6.
`Cc1ccc(CNC(=O)CSc2nc(C)cc(C)c2C#N)cc1` gave PAX8 reporter 12 and ARNT TACC3 PPI -22.
c1ccc(-c2nnn(C34CC5CC(CC(C5)C3)C4)n2)cc1 was read as PAX8 reporter -40 and ARNT TACC3 PPI -4.
`O=C(CCCc1ccccc1)NCc1cccnc1` gave PAX8 reporter -10 and ARNT TACC3 PPI -6.
`Cc1sc(NC(=O)CSc2nnc(COc3ccc(Cl)cc3)n2C)c(C#N)c1C` gave PAX8 reporter -25 and ARNT TACC3 PPI -16.
For CCCc1cc2c(c(NC(C)=O)n1)c(=O)oc1ccccc12 the results were PAX8 reporter -10 and ARNT TACC3 PPI -4.
For N#Cc1nc(COc2ccc(F)cc2)oc1N1CCCC1 the results were PAX8 reporter 10 and ARNT TACC3 PPI 14.
Screening O=C(CN1CCCN(S(=O)(=O)c2ccc(F)cc2)CC1)Nc1ccccc1Br returned PAX8 reporter -4 and ARNT TACC3 PPI 11.
Screening CCCCN1C(=O)C(NC(=O)C2CC2)(C(F)(F)F)C2=C1CC(C)(C)CC2=O (stereo unspecified) returned PAX8 reporter -2 and ARNT TACC3 PPI -9.
`CC(=O)CSc1nc2ccccc2s1` gave PAX8 reporter -74 and ARNT TACC3 PPI -3.
For O=S(=O)(c1ccc(Oc2ccc(Br)cc2F)nc1)N1CCCCC1 the results were PAX8 reporter -5 and ARNT TACC3 PPI 1.
CC(C)NC(=O)NC(=O)COc1ncnc2sccc12 was read as PAX8 reporter 7 and ARNT TACC3 PPI -2.
NC(=O)C(c1ncc(C(F)(F)F)cc1Cl)c1c(Cl)cccc1Cl (stereo unspecified) was read as PAX8 reporter 3 and ARNT TACC3 PPI 0.
For O=C(CSc1nc2c(c(=O)[nH]1)CCC2)Nc1cccc(Cl)c1 the results were PAX8 reporter 14 and ARNT TACC3 PPI 7.
`O=C(CCCNS(=O)(=O)c1cccs1)N1CCc2ccccc2C1` gave PAX8 reporter 1 and ARNT TACC3 PPI 18.
For C=CCNC(=O)C1CC(=O)N(c2ccc(OCC(=O)Nc3ccc(OC)cc3)cc2)C1 (stereo unspecified) the results were PAX8 reporter -11 and ARNT TACC3 PPI -5.
CCOC(=O)c1ccc(-c2c(C(=O)OCC)oc3cc(O)c(CC)cc3c2=O)o1 was read as PAX8 reporter -4 and ARNT TACC3 PPI -5.
Screening O=C(NCC1CCCO1)C(C(=O)c1ccccc1)n1ccccc1=O (stereo unspecified) returned PAX8 reporter 1 and ARNT TACC3 PPI 1.
CCCc1cc(C(=O)OC)c(NC(=O)c2cc(C)on2)s1 was read as PAX8 reporter 0 and ARNT TACC3 PPI 0.
`COCCNC(=O)c1ccccc1NC(=O)CN(c1ccc2c(c1)OCO2)S(C)(=O)=O` gave PAX8 reporter -11 and ARNT TACC3 PPI -1.
COc1ccc(-c2nn3c(-c4ccc(F)cc4)nnc3s2)cc1 was read as PAX8 reporter -17 and ARNT TACC3 PPI -2.
Screening O=C1N/C(=N/NC(=O)c2cccc3ccccc23)S/C1=C\c1ccccc1OCc1ccccc1 returned PAX8 reporter 1 and ARNT TACC3 PPI 15.
`Fc1cnc(N2CCc3ccccc32)nc1N1CCc2ccccc21` gave PAX8 reporter 17 and ARNT TACC3 PPI -5.
For Cc1ccccc1-c1nc(-c2cccnc2)no1 the results were PAX8 reporter -93 and ARNT TACC3 PPI -4.
`CCOC(=O)c1cc(CC)sc1NC(=O)c1cc([N+](=O)[O-])ccc1N1CCOCC1` gave PAX8 reporter 8 and ARNT TACC3 PPI -7.
For COc1cc(-c2nnc(SC/C=C/c3ccccc3)n2N)cc(OC)c1OC the results were PAX8 reporter 39 and ARNT TACC3 PPI 2.
O=C(c1cccc2ccccc12)N1CCN(c2ccccc2F)CC1 was read as PAX8 reporter 16 and ARNT TACC3 PPI -6.
For Cc1cccc(C)c1-n1c(C)cc(/C=C2\NC(=O)NC2=O)c1C the results were PAX8 reporter -2 and ARNT TACC3 PPI -16.
For C/C(=C\c1ccco1)C1C(C#N)=C(N)OC2=C1C(=O)CC(C)(C)C2 (stereo unspecified) the results were PAX8 reporter 12 and ARNT TACC3 PPI 2.
Screening CCC(=O)Nc1cccc(NC(=O)c2cccnc2)c1 returned PAX8 reporter -22 and ARNT TACC3 PPI 0.
`CCCn1c(-c2nonc2N)nc2ccccc21` gave PAX8 reporter -28 and ARNT TACC3 PPI -2.
Screening Cc1ccsc1C(=O)OCC(=O)N1CCOCC1 returned PAX8 reporter -61 and ARNT TACC3 PPI -4.
For COCCOC(=O)C1=C(C)NC(=O)NC1c1c(OC)ncnc1OC (stereo unspecified) the results were PAX8 reporter 2 and ARNT TACC3 PPI -6.
`CN(C)/C=C1\C=C(c2ccccc2)OC1=O` gave PAX8 reporter -6 and ARNT TACC3 PPI 2.
Screening CNC(=O)C1CC(=O)N(CCCc2ccccc2)C(=Nc2ccccc2)S1 (stereo unspecified) returned PAX8 reporter 3 and ARNT TACC3 PPI 2.
Screening Clc1ccc(SCCn2cncn2)cc1 returned PAX8 reporter 3 and ARNT TACC3 PPI -4.
N=c1c2c(-c3ccccc3)c(-c3ccccc3)oc2ncn1CCCN1CCOCC1 was read as PAX8 reporter 27 and ARNT TACC3 PPI 6.
`O=C(CSc1oc(-c2ccc(F)cc2)nc1S(=O)(=O)c1ccc(F)cc1)NCC1CCCO1` (stereo unspecified) gave PAX8 reporter 11 and ARNT TACC3 PPI 30.
O/N=C1/CC/C(=N\O)c2nn(-c3ccccc3)nc21 was read as PAX8 reporter -12 and ARNT TACC3 PPI 1.
`COC(=O)c1[nH]c2ccccc2c1NC(=O)CCN1CCSCC1` gave PAX8 reporter 1 and ARNT TACC3 PPI 1.
Screening CCOc1cc(C(=O)OCC(=O)c2c(C)[nH]c3ccccc23)ccc1OCC(=O)N1CCOCC1 returned PAX8 reporter 2 and ARNT TACC3 PPI -1.
Screening CCSCC1COC(c2cccn2Cc2ccc(C)cc2)=N1 (stereo unspecified) returned PAX8 reporter -9 and ARNT TACC3 PPI -9.
Screening Cc1cc(Cl)ccc1OCc1n[nH]c(=S)n1C1CCCCC1 returned PAX8 reporter 10 and ARNT TACC3 PPI 0.

Structural class, the compounds so far containing an NH in an aromatic ring.
Cc1[nH]ccc(=O)c1OCc1ccccc1 was read as PAX8 reporter -7 and ARNT TACC3 PPI 0.
Screening Cc1[nH]c2ccccc2c1C1(O)C(=O)N(Cc2ccc3c(c2)OCO3)c2ccccc21 (stereo unspecified) returned PAX8 reporter 28 and ARNT TACC3 PPI -3.
Screening O=C(NCCc1nc2ccccc2[nH]1)c1ccco1 returned PAX8 reporter 3 and ARNT TACC3 PPI 2.
`COc1ccc(Cn2c(=O)[nH]c3cc(C(=O)NCCCN4CCCC4)ccc3c2=O)cc1` gave PAX8 reporter -8 and ARNT TACC3 PPI 6.
`Oc1ccc(-c2[nH]ncc2-c2ccc(Cl)cc2)c(O)c1` gave PAX8 reporter 0 and ARNT TACC3 PPI 7.
COCc1[nH]nc2c1C1(C(=O)N(C)c3ccccc31)C(C#N)=C(N)O2 (stereo unspecified) was read as PAX8 reporter -7 and ARNT TACC3 PPI -1.
For O=C(CSc1nc2c(c(=O)[nH]1)CCC2)Nc1cccc(Cl)c1 the results were PAX8 reporter 14 and ARNT TACC3 PPI 7.
`COC(=O)c1[nH]c2ccccc2c1NC(=O)CCN1CCSCC1` gave PAX8 reporter 1 and ARNT TACC3 PPI 1.
Screening CCOc1cc(C(=O)OCC(=O)c2c(C)[nH]c3ccccc23)ccc1OCC(=O)N1CCOCC1 returned PAX8 reporter 2 and ARNT TACC3 PPI -1.
Screening Cc1cc(Cl)ccc1OCc1n[nH]c(=S)n1C1CCCCC1 returned PAX8 reporter 10 and ARNT TACC3 PPI 0.
